Tb PYK inh = qHTS of Trypanosoma Brucei Inhibitors; pyruvate kinase (Trypanosoma brucei), Q57TT1; TbPYK enzyme, Kinase-Glo Plus ATP luminescence, 45 min; Potency, µM (series often up to 76.8 µM), inactives show at the highest dose activity, negative = inhibition, most hits filed as inhibitors; 410,000 compounds, 0.12% hits; active = well fitted inhibition curve with a large enough effect; also: nearly all actives have a fitted effect of over 50% in size
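TbPYK + substrate in 50 mM TEA pH 7.2, 100 mM KCl, 10 mM MgCl2, 0.05% BSA, 0.01% Tween-20; cpd pinned; ADP 130 uM final; 45 min RT; Kinase-Glo Plus 10 min; luminescence endpoint.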
* = called active by the depositor; & = joins results of further samples. % is scaled to controls: 0 for no effect and ±100 for the full control effect; potency is read from the fitted curve at half-maximal effect.

Sample of the layout, 5 compounds:
| mol | Tb PYK inh |
| --- | --- |
| COc1ccc(Nc2ncnc3onc(-c4ccc(Cl)cc4)c23)cc1Cl | 8.5% |
| CCCCN(Cc1ccccc1)S(=O)(=O)c1cc(Br)cc2c1N(C(=O)C1CC1)CC2 | -6.9% |
| Cc1cccc(-c2nnc(SCC(=O)N3CCCCC3)o2)c1 | -2.3% |
| Cc1c(C)c2cc3c(c(C)c2oc1=O)OCN(CCc1ccc(F)cc1)C3 | -1.2% |
| CC(=O)c1ccc(N2CCN(C(=O)C(=O)c3cn(CC(=O)N4CCOCC4)c4ccccc34)CC2)cc1 | 7.4% |

Main list, previewed entries included:
| mol | Tb PYK inh |
| --- | --- |
| COc1ccc(Nc2ncnc3onc(-c4ccc(Cl)cc4)c23)cc1Cl | 8.5% |
| CCCCN(Cc1ccccc1)S(=O)(=O)c1cc(Br)cc2c1N(C(=O)C1CC1)CC2 | -6.9% |
| Cc1cccc(-c2nnc(SCC(=O)N3CCCCC3)o2)c1 | -2.3% |
| Cc1c(C)c2cc3c(c(C)c2oc1=O)OCN(CCc1ccc(F)cc1)C3 | -1.2% |
| CC(=O)c1ccc(N2CCN(C(=O)C(=O)c3cn(CC(=O)N4CCOCC4)c4ccccc34)CC2)cc1 | 7.4% |
| C[C@@H]1CN([C@@H](C)CO)S(=O)(=O)c2ccc(Br)cc2O[C@H]1CN(C)C(=O)CN(C)C | 1.5% |
| COc1ccccc1Cc1c(C2CCCCC2)nc2c3ccccc3ccn12 | 6.2% |
| CC1(C)S[C@@H]2[C@H](NC(=O)C(C(=O)Oc3ccc4c(c3)CCC4)c3ccccc3)C(=O)N2[C@H]1C(=O)O (stereo partly specified) | 0.6% |
| COc1ccc(CNC(=O)c2cc3c(=O)[nH]c4ccccc4c3n2C)c(OC)c1 | -13.3% |
| COc1ccc(NC(=O)N(C)C[C@@H]2OCc3cn(nn3)CCCC(=O)N([C@@H](C)CO)C[C@H]2C)cc1 | -12.0% |
| Cc1c(Cl)cccc1NC(=O)c1noc2c1CCCC2 | -2.7% |
| Cc1ccc2c(c1)N(Cc1ccccc1)C(=O)C(C)O2 (stereo unspecified) | 5.7% |
| CCc1ccc(S(=O)(=O)c2nnn3c2nc(N2CCN(c4ccccc4)CC2)c2cc(Cl)ccc23)cc1 | -9.9% |
| COc1cccc(CNC(=O)[C@@H]2CCCN2C(=O)[C@H]2CCCCN2C(=O)OC(C)(C)C)c1 | 0.9% |
| Cc1cccc(-c2nc3cc(NC(=O)Cc4ccc(Cl)cc4)ccc3o2)c1 | -3.0% |
| Cc1ccc2c(n1)sc1c(=O)n(-c3cccc(C(F)(F)F)c3)nnc12 | 0.3% |
| Cc1ccc(-c2nc3cc(C)c(Br)c(C)n3c2Cc2cccc(F)c2)cc1 | 1.3% |
| COc1cccc(OC)c1C(=O)Nc1ccc2c(c1)N(C(C)=O)CCC2 | 0.9% |
| COc1ccc(OC)c(Nc2ncnc3c2cnn3-c2ccc(C)cc2)c1 | -3.7% |
| O=C(Cn1nc(Cc2cccnc2)c2ccccc2c1=O)N1CCN(c2ccccc2F)CC1 | 3.4% |
| Cc1nc2nc(C)c(CCC(=O)NCc3ccccc3)c(C)n2n1 | 5.7% |
| CCOc1ccc(CNC(=O)CCS(=O)(=O)c2cc3c4c(c2)CCN4C(=O)CC3)cc1OC | 2.8% |
| COc1cccc(CC(=O)Nc2c(C(=O)N3CCN(c4ccccc4)CC3)oc3ccccc23)c1 | 0.8% |
| N#CCCn1c(=O)c(-c2cccs2)nc2cnc(OCc3ccccc3)nc21 | 6.0% |
| CCCC(=O)N1CC(=O)Nc2ccc(Cl)cc2C1c1ccc(F)cc1 (stereo unspecified) | -2.5% |
| Cc1cccc(C)c1NC(=O)C(NS(=O)(=O)c1ccc2c(c1)CCC(=O)N2)c1ccccc1 (stereo unspecified) | -2.9% |
| COc1cccc2c1O[C@H]1C(=O)CC[C@H]3CN(C)CCC231 (stereo partly specified) | 2.7% |
| COc1ccc(CNC(=O)[C@@H](Cc2ccccc2)NC(=O)CC[C@H]2O[C@@H](n3ccc(=O)[nH]c3=O)[C@H](O)[C@@H]2O)cc1 | 3.2% |
| CCc1ccc(-c2nn(CC(=O)NC3CCCC3)c3c2cnc2ccc(C)cc23)cc1 | 1.2% |
| COc1cccc(-c2cc3nc(NCc4ccc5occc5c4)n(C)c(=O)c3s2)c1 | 0.3% |
| Cc1cc2oc(C(=O)NCC(c3ccco3)N3CCCC3)c(C)c2cc1C (stereo unspecified) | 0.5% |
| OC[C@@H]1CN(Cc2ccco2)C[C@H](n2cnc3c(NCc4ccc(F)cc4)ncnc32)O1 | 0.3% |
| CCC(C)[C@H](NC(=O)[C@@H]1Cc2ccccc2CN1)C(=O)NCc1ccc(C)cc1 (stereo partly specified) | 5.3% |
| COc1ccc(-c2nc3ccc(C)cn3c2CC(C)(C)C)cc1OC | -2.5% |
| COc1cc(-c2cc(OC)c3c(C)oc(C)c3c(=O)c2)ccc1OC(=O)c1cccc(Cl)c1 | -7.1% |
| Cc1ccccc1-c1nn2c(=O)cc(CN3CCN(C(=O)/C=C/c4ccccc4)CC3)nc2s1 | -5.6% |
| Cc1ccc(N(CC(=O)Nc2cccc(F)c2)S(=O)(=O)c2cccs2)cc1 | -1.1% |
| CCN1CCN(S(=O)(=O)c2ccc(Cl)c(C(=O)N(C)C3CCCCC3)c2)CC1 | 2.7% |
| COc1ccc(C(C)(O)c2nc(-c3cccs3)cs2)cc1 (stereo unspecified) | -3.9% |
| Cc1ccc(C)c2sc(NC(=O)c3ccc(S(=O)(=O)N4CCC(C)CC4)cc3)nc12 | 0.5% |
| Cc1nn(CC(=O)O)c(=O)c2cc3cc(F)ccc3n12 | -1.1% |
| CCOC(=O)c1noc2ncn(CC(=O)Nc3ccccc3OC)c(=O)c12 | 5.6% |
| N#C/C(=C\c1cccc(F)c1)c1nc(-c2cc3ccccc3oc2=O)cs1 | -12.0% |
| OC(c1ccccc1)(c1ccccc1)C1CCN(CCCOc2ccccc2Cl)CC1 | 1.4% |
| CC[C@H]1C[C@H]2[C@@H]3CCC4=CC(=O)CC[C@@H]4[C@H]3CC[C@]2(C)[C@H]1O | -7.9% |
| COc1ccc(-n2c(-c3ccc(Cl)cc3)n[nH]c2=S)c(OC)c1 | 5.62µM* |
| Cc1c(Cl)cccc1NC(=O)CN1C(=O)CCn2nc(-c3cccn3C)cc21 | -1.3% |
| CCCOc1ccc(NC(=O)CC2C(=O)N(c3ccccc3)C(=O)N2CCC(C)C)cc1 (stereo unspecified) | -6.4% |
| O=S(=O)(Nc1ccc2oc3c(c2c1)CCCC3)c1cc(Cl)ccc1Cl | -4.2% |
| CCOC(=O)C1=C(CN2CCCCC2)NC(=O)NC1c1ccc(C)cc1 (stereo unspecified) | 2.1% |
| CCC(Oc1ccccc1)C(=O)Nc1cc(-c2ccccc2F)nn1-c1ccccc1 (stereo unspecified) | 6.2% |
| Cc1ccc(NC(=O)c2cc3c(-c4ccccc4)nn(-c4ccccc4)c3s2)cc1 | 0.3% |
| Cc1ccc(-c2nnc(Nc3ccc(Cl)cc3)c3ccccc23)cc1S(=O)(=O)N1CCOCC1 | -1.5% |
| COCCNc1nc(-c2cc(F)ccc2C)c2sc(-c3ccccc3)cc2n1 | -4.4% |
| Cc1cc(C)cc(NC(=O)Cn2c3ncccc3c(=O)n2-c2ccc(C)c(C)c2)c1 | 0.2% |
| C[C@@H]1CN([C@H](C)CO)C(=O)CCCn2cc(nn2)CO[C@H]1CN(C)C(=O)OCc1ccccc1 | -1.1% |
| CCOC(=O)CCc1c(C)c2cc3c(c(C)c2oc1=O)OCN(CCc1ccccc1OC)C3 | 0.2% |
| Cc1cccc(NC(=O)Cn2c(=O)c3cccn3c3ccccc32)c1C | 0.0% |
| O=C(NCc1ccc(C(F)(F)F)cc1)c1ccc(-c2ccc(F)c(F)c2)c2ccoc12 | -4.8% |
| O=C(c1ccc([N+](=O)[O-])cc1)N1CCN(c2ccc(Nc3ccccc3)nn2)CC1 | 3.4% |

Next section.
| mol | Tb PYK inh |
| --- | --- |
| COCCCNC(=O)C1CCCN(C(=O)c2cnn(-c3ccc(F)cc3)c2-n2cccc2)C1 (stereo unspecified) | 12.4% |
| CCc1cccc(-n2c(=O)c3cccnc3n2CC(=O)NCc2ccccc2)c1 | -2.0% |
| O=C(NCCc1ccc(Cl)cc1)C(=O)NCC(c1ccco1)S(=O)(=O)c1ccc(Cl)cc1 (stereo unspecified) | -1.9% |
| Cc1c(Cl)cccc1Nc1sc(C(=O)c2ccccc2)c(N)c1S(=O)(=O)c1ccccc1 | 1.0% |
| CN(C)S(=O)(=O)c1ccc2c(c1)N(CC(=O)N1CCCCC1)CCS2 | 5.9% |
| CCOc1ccc(CCNC(=O)CCCc2nnc3n(CC)c(=O)c4sccc4n23)cc1OCC | 0.9% |
| CCCN(CCC)C(=O)C(Cc1ccccc1)NS(=O)(=O)c1ccc2c(c1)c(=O)n(C)c(=O)n2C (stereo unspecified) | -0.9% |
| Cc1nnc(N2CCN(C(=O)Nc3cc(F)ccc3F)CC2)c2nn(-c3ccc(Cl)cc3)c(C)c12 | 1.8% |
| CCOC(=O)c1[nH]c2c(c1Cc1ccccc1OC)C(=O)CC(c1ccc(OC)cc1)C2 (stereo unspecified) | -1.7% |
| O=c1cc(CN2CCN(c3ccccc3)CC2)c2ccccc2o1 | 2.7% |
| Cc1cc(C)cc(C(=O)Nc2ccc(-c3nc4ncccc4o3)cc2)c1 | 4.3% |
| COc1cc(NC(=O)Cn2c(=O)ccc3cc(S(=O)(=O)N4CCCC4)ccc32)cc(OC)c1 | -7.2% |
| Cc1ccc(C)c(NC(=O)Cn2cc(C(=O)c3ccc(Cl)cc3)c(=O)c3ccc(C)nc32)c1 | 0.6% |
| COc1ccc(NC(=O)c2nnn(-c3ccc(C(C)C)cc3)c2C)c(OC)c1 | 5.6% |
| CN(C)CCNC(=O)c1cccc2c(-c3ccc(F)c(F)c3)coc12 | 2.1% |
| Cc1c2cnn(CC(=O)N3CCCCC3)c(=O)c2c(C)n1Cc1ccc(F)cc1 | 1.2% |
| Cc1cc(NC(=O)c2cnn(-c3ccccc3)c2-n2cccc2)ccc1Br | 3.1% |
| CC(=O)N1CCC2(CC1)CN(Cc1cc(C(F)(F)F)cc(C(F)(F)F)c1)C2 | 4.2% |
| CCOC(=O)c1c(NC(C)=O)c2c3c(sc2n1Cc1nc(-c2ccccc2Cl)oc1C)CCCC3 | 1.5% |
| O=C(CC[C@H]1O[C@@H](n2ccc(=O)[nH]c2=O)[C@H](O)[C@@H]1O)NCC(c1ccccc1)c1ccccc1 | -4.6% |
| CN(Cc1ccccc1)C(=O)Nc1ccc2c(c1)N(C)C(=O)c1ccccc1S2 | 4.0% |
| Nc1ccn([C@@H]2O[C@H](CNS(=O)(=O)c3cc4ccccc4s3)[C@@H](O)[C@H]2O)c(=O)n1 | 0.6% |
| Cc1cc(-c2ccc(C)c(S(=O)(=O)N3CCOc4ccc(Cl)cc43)c2)on1 | 1.5% |
| CCOc1ccc(N(C(C)C(=O)Nc2cc(Cl)ccc2OC)S(C)(=O)=O)cc1 (stereo unspecified) | -0.9% |
| COc1ccc(C(C)=O)cc1Cn1c(C)c(C(=O)NCc2cccc(C)c2)sc1=O | 1.1% |
| O=C(Nc1ccccc1)Nc1ncc(C(F)(F)F)cc1Cl | 8.2% |
| CCOc1ccc(NC(=O)CCc2c(C)nc3cc(-c4ccccc4OC)nn3c2C)cc1 | 0.1% |
| O=C(CSc1nnc2ccccn12)Nc1ccccc1[N+](=O)[O-] | 1.0% |
| COc1ccc(N(CC(=O)NCCc2ccc(C)cc2)S(=O)(=O)c2c(C)nn(C)c2C)cc1 | -2.2% |
| Cn1ccc2cc(S(=O)(=O)N3CCN(C(=O)Nc4cccc(F)c4)CC3)ccc21 | -0.7% |
| COc1ccc(F)cc1-c1cc(C(=O)Nc2ccc(C)c(NS(C)(=O)=O)c2)[nH]n1 | -2.4% |
| CCCN(CCC)CCNC(=O)Cn1cc2c(n1)-c1c(oc(C(=O)N3CCCC3)c1C)CC2 | 2.2%&0.0% |
| COc1ccc(Oc2ncc3nc(-c4cccs4)c(=O)n(-c4ccccc4)c3n2)cc1 | 1.6% |
| O=C(NC(c1cccnc1)c1ccc2c(c1)OCO2)C1CCN(CCOc2ccc(Cl)cc2Cl)CC1 (stereo unspecified) | -4.6% |
| COc1ccccc1C(=O)Nc1nnc2n1CCS2 | 0.1% |
| OC(c1cccc(Cl)c1)c1nc(-c2cc3ccccc3o2)cs1 (stereo unspecified) | 0.6% |

For reference, 5 of the compounds above:
| mol | Tb PYK inh |
| --- | --- |
| COc1ccc(C(C)=O)cc1Cn1c(C)c(C(=O)NCc2cccc(C)c2)sc1=O | 1.1% |
| O=C(Nc1ccccc1)Nc1ncc(C(F)(F)F)cc1Cl | 8.2% |
| CCOc1ccc(NC(=O)CCc2c(C)nc3cc(-c4ccccc4OC)nn3c2C)cc1 | 0.1% |
| O=C(CSc1nnc2ccccn12)Nc1ccccc1[N+](=O)[O-] | 1.0% |
| COc1ccc(N(CC(=O)NCCc2ccc(C)cc2)S(=O)(=O)c2c(C)nn(C)c2C)cc1 | -2.2% |

New compounds follow:
| mol | Tb PYK inh |
| --- | --- |
| Cc1ccc(Cn2c(C)c(CNCC(C)c3ccccc3)c(C(=O)O)c2C)cc1 (stereo unspecified) | 0.7% |
| CCC(=O)N1CCC(C)(C(=O)Nc2ccc3c(c2)OCCO3)C1 (stereo unspecified) | 0.4% |
| Nc1c(C(=O)NCc2ccc(Cl)cc2Cl)nnn1Cc1ccc(Br)cc1 | 2.0% |
| COc1ccccc1-c1cc2nc(NCCc3ccc(S(N)(=O)=O)cc3)ccn2n1 | 4.3% |
| CCOc1ccc(CNC(=O)c2ccc3c(c2)nc2n3CCC(C)C2)cc1OC (stereo unspecified) | 0.1% |

Some of the compounds tested; count on the stated rates, not on these rows.
